# PHOSPHO1 inh: PHOSPHO1 (human) inhibition. recombinant PHOSPHO1, absorbance phosphatase assay. Q8TCT1. AID 1565. inhibition, % at 13.3 µM. actives 1.1% (n = 290,000); in the data active means inhibition above about 60%
# Target sequence (Q8TCT1 whole entry, looked up): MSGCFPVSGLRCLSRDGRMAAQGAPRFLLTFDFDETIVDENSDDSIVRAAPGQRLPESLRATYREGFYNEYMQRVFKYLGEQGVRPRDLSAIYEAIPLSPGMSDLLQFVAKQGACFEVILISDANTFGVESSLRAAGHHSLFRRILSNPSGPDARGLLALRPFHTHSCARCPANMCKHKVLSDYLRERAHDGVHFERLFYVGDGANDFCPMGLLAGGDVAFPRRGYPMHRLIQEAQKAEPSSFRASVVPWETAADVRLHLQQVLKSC
# IDE cell activ: activators of human insulin-degrading enzyme in cells | AID 493087 | activation, % at 5.96 µM | actives 0.073% (n = 340,000) | HEK cells, FAbeta-B cleavage, fluorescence polarization; 0% vehicle, 100% cell-free pure enzyme wells;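 active means activation above the mean of all tested compounds plus 3 SD, set per screening campaign, cut at about 17% in these data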
# pCIP destab: compounds decreasing mouse p/CIP protein stability; AID 1984; actives 0.01% (n = 290,000); F442A p/CIP-EGFP cells, EGFP fluorescence, 16 h; decrease of EGFP signal, % at 10 µM; Q05BA5;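 active means EGFP signal decrease of at least 30% at 10 µM or well 3 SD below plate mean, unless failing retest; inactive means the rest, including hits failing retest or dose response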; further: some compounds called inactive have numbers as strong as hits; many of its hits are not listed in these tables
# VIM-2 inh: inhibitors of Pseudomonas aeruginosa VIM-2 metallo-beta-lactamase | purified VIM-2, nitrocefin hydrolysis, epi-absorbance fluorescence | actives 0.89% (n = 290,000) | inhibition, % at 5.6 µM;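 active means inhibition above the mean of all tested compounds plus 3 SD, cutoff set per screening run, cut at about 7.5% in these data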;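 further: red hydrolysis product quenches plate fluorescence so inhibitors raise well fluorescence; 0% = enzyme with DMSO and 100% = DMSO without enzyme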
# IMP-1 inh: blocks Pseudomonas aeruginosa IMP-1 metallo-beta-lactamase | purified IMP-1, nitrocefin hydrolysis, epi-absorbance fluorescence | AID 1556 | actives 0.45% (n = 290,000) | inhibition, % at 5.6 µM;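 active means inhibition above the mean plus 3 SD of all compounds in the same screening run, cut at about 4.5% in these data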;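 further: 0% = IMP-1 with DMSO and 100% = DMSO wells lacking enzyme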
#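 assay system = purified recombinant IMP-1 metallo-beta-lactamase enzyme | schedule = 15 min preincubation plus 25 min reaction at 25 °C | signal = Epi-absorbance fluorescence, 480 nm excitation, 530 nm emission | read-out basis = percent inhibition from optical density relative to buffer-blank wells | controls = IMP-1 with DMSO as 0%, enzyme-free DMSO as 100%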
# DNA FID counter: fluorescent intercalator displacement, NS3 helicase counter-screen; DNA fluorescent intercalator displacement, fluorescence; actives 0.17% (n = 290,000); inhibition, % at 7.9 µM; AID 1845; in the data active means inhibition above about 37%;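 further: 0% = vehicle and 100% = reference compound; higher means more ethidium bromide displaced from hairpin DNA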
# UBC9 SUMO inh: blocks human SUMOylation mediated by UBC9; inhibition, % at 35 µM; HTRF SUMOylation assay, SAE1/SAE2 + UBC9, in vitro; AID 2006; actives 0.36% (n = 290,000); in the data active means inhibition above about 50%, passing the limit was not always enough; further: strong numbers were not always called active
# Target sequence (P63279 whole entry, looked up): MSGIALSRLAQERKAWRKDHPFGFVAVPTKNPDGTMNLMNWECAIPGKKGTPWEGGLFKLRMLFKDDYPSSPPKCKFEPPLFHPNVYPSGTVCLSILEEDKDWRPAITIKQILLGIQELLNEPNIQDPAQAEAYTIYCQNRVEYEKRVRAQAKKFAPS
# MEKK3 PB1 HTS: MEKK3-MEK5 PB1 interaction, increase or decrease. bead-based flow cytometry, Alexa488-MEK5 binding to MEKK3; actives lie on both sides; 0 = blocked by unlabeled MEK5, 100 = vehicle. binding response (% of control), % at 10 µM. actives 1.4% (n = 290,000);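 active means binding response more than 3 SD above or below the average of its plate-row segment, actives on both sides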;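 further: Alexa488 bead fluorescence after subtracting the streptavidin-only scavenger bead signal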
# Target sequence (Q99759 whole entry, looked up): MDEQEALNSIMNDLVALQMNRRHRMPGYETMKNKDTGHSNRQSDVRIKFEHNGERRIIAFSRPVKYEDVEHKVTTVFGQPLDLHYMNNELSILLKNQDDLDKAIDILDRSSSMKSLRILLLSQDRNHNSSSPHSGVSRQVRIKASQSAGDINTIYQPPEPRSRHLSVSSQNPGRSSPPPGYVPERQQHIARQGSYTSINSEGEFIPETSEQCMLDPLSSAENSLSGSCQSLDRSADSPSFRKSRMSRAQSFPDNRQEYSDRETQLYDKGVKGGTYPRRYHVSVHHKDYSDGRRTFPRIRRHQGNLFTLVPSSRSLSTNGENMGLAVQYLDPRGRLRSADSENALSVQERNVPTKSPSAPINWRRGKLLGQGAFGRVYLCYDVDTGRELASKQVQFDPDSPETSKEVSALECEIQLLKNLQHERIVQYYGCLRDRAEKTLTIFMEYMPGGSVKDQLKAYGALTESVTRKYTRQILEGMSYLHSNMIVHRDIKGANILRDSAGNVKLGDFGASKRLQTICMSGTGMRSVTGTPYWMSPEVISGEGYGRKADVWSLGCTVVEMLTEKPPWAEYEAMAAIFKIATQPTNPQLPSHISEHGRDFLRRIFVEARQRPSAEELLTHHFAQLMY
# NS3 helicase inh: blocks Hepatitis C virus NS3 helicase unwinding; NS3 helicase DNA unwinding, Cy5 molecular beacon fluorescence; inhibition, % at 10.9 µM; actives 0.56% (n = 290,000); AID 1800;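 active means inhibition above the mean of all tested compounds plus 3 SD, set per campaign, cut at about 35% in these data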;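 further: 0% = DMSO wells and 100% = thioflavine S control wells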
#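 System: HCV NS3 helicase fragment; control set: DMSO and thioflavine S; technique: Cy5 fluorescence at 0 and 60 min, beacon hairpin quenching; reagent: beacon DNA duplex substrate plus ATP; replicates: singlicate; schedule: 1 h reaction at 25 °C, ATP-initiated; medium: MOPS buffer pH 6.5 with MgCl2, DTT, Tween20, BSA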
# * = called active by the depositor; . = not tested or not shown; [ ] = remark or other dose. An excerpt; the hit share may differ from the screen's.
1: COc1ccccc1C(c1nnnn1Cc1ccccc1)N1CCN(c2nc3ccccc3s2)CC1 (configuration not stated)
2: CCCC(C)C(=O)Nc1ccc(Cl)cn1 (configuration not stated)
3: COCCCNC(=S)N/N=C/c1ccc(O)cc1O
4: O=C(NCCN1CCOCC1)c1ccccc1N1C(=O)[C@@H]2Cc3c([nH]c4ccccc34)C(c3ccccc3)N2C1=O (some centres not stated)
5: Cc1ccc(Nc2c([N+](=O)[O-])c(=O)oc3ccccc23)cc1C
6: CCc1c(C(=O)Nc2ncn(Cc3cccc(C)c3)n2)csc1C
7: O=C(Nc1ccc(C(=O)N2CCCCC2)cc1)c1cccc([N+](=O)[O-])c1
8: FC(F)(F)c1cnc2c(-c3ccc(Cl)cc3Cl)noc2c1
assay / compound	1	2	3	4	5	6	7	8
PHOSPHO1 inh	28	23	36	29	41	4	-2	0
IDE cell activ	1	5	.	8	3	4	-4	2
pCIP destab	1	-15	-2	11	-23	0	-4	-2
VIM-2 inh	-3.4	-3.7	-2.6	-4.2	3.0	-4.3	-0.8	-4.9
IMP-1 inh	-2.0	-3.9	-3.5	-2.6	-2.2	-1.9	-1.6	-3.6
DNA FID counter	-17	-2	-1	11	0	-17	-20	-1
UBC9 SUMO inh	-3	17	2	13	-7	1	4	5
MEKK3 PB1 HTS	107	104	112	99	105	100	101	106
NS3 helicase inh	-14	7	16	-90	4	-2	0	-4

9: Cc1ccn(C(=O)c2cc3ccccc3oc2=O)n1
10: CN1CCN(S(=O)(=O)c2ccc(N3CCc4ccccc4C3)nc2)CC1
11: COc1ccc(CCNC(=O)CSc2nc(N)cc(=O)[nH]2)cc1OC
12: Cc1ccc(SCCNC(=S)Nc2cc(C)cc(C)c2)cc1
13: CCC(=O)Nc1ccc(Cl)c(NC(=S)NC(=O)c2cc3ccccc3o2)c1
14: Cc1cc(Br)ccc1OCCN1CCCC1
15: CC(=O)N(C(C)=O)c1c(N2CCCC2)c2ccccc2oc1=O
16: COc1ccccc1NC(=O)CCSCCC(=O)Nc1ccccc1OC
assay / compound	9	10	11	12	13	14	15	16
PHOSPHO1 inh	22	32	42	2	-1	24	41	-10
IDE cell activ	.	6	5	6	6	1	7	-2
pCIP destab	2	-6	-11	-12	1	10	-13	-20
VIM-2 inh	-3.5	-0.6	-3.1	-5.3	-3.6	0.6	-3.2	-4.8
IMP-1 inh	-3.1	-1.6	-0.9	0.4	-3.1	-1.1	-3.6	-3.8
DNA FID counter	1	4	-1	-15	0	15	-1	-18
UBC9 SUMO inh	14	22	11	-4	15	-1	14	15
MEKK3 PB1 HTS	.	105	109	113	103	89	99	107
NS3 helicase inh	7	-2	5	-5	0	-10	-2	6

17: O=C(Cc1ccc(Cl)cc1)NC(=S)Nc1ccccc1O
18: Cc1c(OCC(=O)N2CCC(C(N)=O)CC2)ccc2c1oc(=O)c1ccccc12
19: CCOC(=O)C1=C(CC)OC(N)=C(C#N)C1c1ccc(OC)c(C)c1OC (configuration not stated)
20: CCNS(=O)(=O)c1ccc(NC(=S)NCC2CCCO2)cc1 (configuration not stated)
21: Oc1ccc(-c2nnc(-c3ccc(O)cc3)nn2)cc1
22: [O-]/C(=C(\C(=S)Nc1ccc(SC(F)F)cc1)[n+]1cccc(CO)c1)c1ccc(Cl)s1
23: O=C(O)C(=O)Cc1c[nH]c2ccccc12
24: O=C(Nc1nnc(CSCc2ccc(F)cc2)s1)c1cccc([N+](=O)[O-])c1
assay / compound	17	18	19	20	21	22	23	24
PHOSPHO1 inh	.	34	-10	47	-3	37	-9	-14
IDE cell activ	4	-4	3	4	7	2	1	2
pCIP destab	8	1	-9	-5	-9	-10	5	-6
VIM-2 inh	-1.7	23*	-3.0	-0.6	-1.3	0.4	-1.4	-0.1
IMP-1 inh	1.8	-3.8	-1.0	-1.8	-4.9	-0.4	4.5*	-4.3
DNA FID counter	-6	-27	-18	-2	6	14	-1	-4
UBC9 SUMO inh	-3	31	4	2	9	12	25	15
MEKK3 PB1 HTS	101	105	2.0*[inhibitor]	102	105	90	100	99
NS3 helicase inh	-7	-17	5	3	4	13	5	7

# Part of the list above with just MEKK3 PB1 HTS, PHOSPHO1 inh and IMP-1 inh:
cpd	SMILES	MEKK3 PB1 HTS	PHOSPHO1 inh	IMP-1 inh
18	Cc1c(OCC(=O)N2CCC(C(N)=O)CC2)ccc2c1oc(=O)c1ccccc12	105	34	-3.8
19	CCOC(=O)C1=C(CC)OC(N)=C(C#N)C1c1ccc(OC)c(C)c1OC (configuration not stated)	2.0*[inhibitor]	-10	-1.0
20	CCNS(=O)(=O)c1ccc(NC(=S)NCC2CCCO2)cc1 (configuration not stated)	102	47	-1.8

# The list continues:
25: O=S(=O)(c1cccc(S(=O)(=O)N2CCCC2)c1)N1CCCCC1
26: C/C(CC(=O)Nc1ccccn1)=N\NC(=O)C(=O)Nc1cccc(C)c1
27: COc1ccc(C(=O)NNC(=O)CCc2ccccc2OC)cc1
28: COc1cccc(CNC(=O)c2ccc3c(c2)S(=O)(=O)N=C2CCCCCN23)c1
29: CC(NC(=O)COC(=O)C1CSC2(C)CCC(=O)N12)C12CC3CC(CC(C3)C1)C2 (configuration not stated)
30: COc1ccc(/C=N/N=C2\SC(CC(=O)O)C(=O)N2c2ccccc2)c(OC)c1 (configuration not stated)
31: CC(C)(C)c1ccc(OCc2cnc(Cl)s2)cc1
32: O=C1N=C(N2CCOCC2)S/C1=C/c1ccc(-c2ccccc2Cl)o1
assay / compound	25	26	27	28	29	30	31	32
PHOSPHO1 inh	32	-117	-1	18	20	-15	37	3
IDE cell activ	-3	-3	6	1	10	-1	-2	4
pCIP destab	-2	-4	10	-8	-7	1	-9	-9
VIM-2 inh	-0.2	-3.1	-3.1	-0.7	-0.3	-1.9	-2.9	-1.1
IMP-1 inh	-0.8	-3.4	1.0	-4.1	-1.7	-2.2	-2.1	-1.2
DNA FID counter	-11	-15	-9	-23	-24	-48	0	-2
UBC9 SUMO inh	2	24	4	6	-6	1	-14	9
MEKK3 PB1 HTS	105	103	100	97	103	96	103	102
NS3 helicase inh	-8	9	2	2	-7	14	-10	13

33: C=CCOc1ccccc1CNc1ccc2[nH]c(=O)[nH]c2c1
34: CC(C)CC(NC(N)=O)C(=O)NCCc1ccc(Cl)cc1Cl (configuration not stated)
35: COc1ccc(OC2C(=O)N(c3ccc(F)cc3)C2c2ccc(OC)c(OC)c2)cc1 (configuration not stated)
36: COc1ccc(S(=O)(=O)Cc2ccc(C(=O)NCc3cccnc3)o2)cc1
37: Fc1cccc(CSc2ccc(-c3ccc4c(c3)OCO4)nn2)c1
38: C/C(N)=C(/C#N)C(=O)COc1ccc(Cl)cc1Cl
39: Cc1cccc(CN2CCN(CCCc3ccccc3)CC2)c1
40: COC(=O)c1cc2occc2n1Cc1nc(-c2ccccc2C)oc1C
assay / compound	33	34	35	36	37	38	39	40
PHOSPHO1 inh	19	-29	0	22	-5	17	26	-4
IDE cell activ	2	1	2	6	0	-2	.	8
pCIP destab	-7	-19	6	-34	-3	-36	-4	-14
VIM-2 inh	0.8	-2.4	0.4	-3.5	-2.5	-1.1	-2.0	-2.5
IMP-1 inh	-1.3	-0.6	-0.6	-3.2	-2.5	-2.9	-2.4	-2.2
DNA FID counter	-3	-1	-3	-3	-2	-3	8	-7
UBC9 SUMO inh	16	1	-18	12	0	6	-4	15
MEKK3 PB1 HTS	99	101	103	95	91	98	111	113
NS3 helicase inh	-3	-10	-4	-4	3	-1	-11	3

41: O=C(O)/C(=C\c1ccccc1)c1ccccc1
42: COc1ccccc1CNC(=O)[C@H](C)NC(=O)C1CCN(C(=O)[C@@H](N)CCSC)CC1
43: O=C(NC1(C(F)(F)F)C(=O)Nc2c1c(=O)[nH]c(=O)n2Cc1ccccc1)c1ccco1 (configuration not stated)
44: Cc1cccc(C)c1NC(=O)Cn1nc(C)n2cccc2c1=O
45: Cc1ccccc1C(=O)Nc1ccc(S(=O)(=O)N2CCN(C)CC2)cc1
46: CCC(Oc1ccccc1OC)C(=O)N1CC(=O)Nc2ccccc21 (configuration not stated)
47: CN(CC(=O)NC1CCCc2ccccc21)C1CCCCC1 (configuration not stated)
48: Nc1nc2n(n1)C(c1ccc(Cl)cc1)CC(c1ccc(F)cc1)N2 (configuration not stated)
assay / compound	41	42	43	44	45	46	47	48
PHOSPHO1 inh	20	13	12	27	17	40	32	5
IDE cell activ	-3	5	1	-4	0	0	-1	5
pCIP destab	-6	8	-7	-3	2	-1	-6	10
VIM-2 inh	-1.4	-2.3	0.1	2.3	-1.7	2.4	-1.3	-3.9
IMP-1 inh	-3.0	-1.6	-0.5	3.4	-2.7	-0.1	-2.4	-2.8
DNA FID counter	-2	-6	4	2	6	-3	0	-20
UBC9 SUMO inh	19	15	15	30	-2	4	5	2
MEKK3 PB1 HTS	91	103	106	98	102	98	106	99
NS3 helicase inh	-14	8	7	13	-2	-3	1	-4

49: Cc1cc(NC(=O)CSc2nc(C(C)C)nc3c2c(=O)n(C)c(=O)n3C)no1
50: Cc1ccc2cc(C(c3nnnn3C3CCCC3)N(Cc3cccnc3)Cc3ccco3)c(=O)[nH]c2c1 (configuration not stated)
51: Cc1cc(C)cc(N2CC(C(=O)OCC(=O)Nc3cc(C)on3)CC2=O)c1 (configuration not stated)
52: CCOC(=O)C1=C(C)NC(=O)CC1c1cc2c(cc1Br)OCO2 (configuration not stated)
53: Cn1c(SCC(=O)c2ccc(F)cc2)nc2cccnc21
54: CCCC(C)C(=O)Nc1ccc(Cl)cc1Cl (configuration not stated)
55: C[C@@]12C(=O)N(CC3CC3)CC(=O)N1[C@H](/C=C/c1ccccc1)[C@@H]1C(=O)N(c3ccccc3)C(=O)[C@@H]12
56: CCOC(=O)c1ccc(NC(=O)CCc2ccc(C)o2)cc1
57: COC(=O)C1CSC(C(=O)OC)N1C(=O)CN1CCN(c2ccc(OC)cc2)CC1 (configuration not stated)
58: CCn1c(/C=N/n2cnnc2)nc2ccccc21
assay / compound	49	50	51	52	53	54	55	56	57	58
PHOSPHO1 inh	0	-21	32	-14	23	14	21	4	3	-1
IDE cell activ	4	-4	-3	2	-1	-2	2	3	0	2
pCIP destab	-8	-16	2	-13	6	-1	3	-7	0	-6
VIM-2 inh	-3.8	0.4	-0.3	-4.6	-1.1	-4.8	-2.9	0.8	-3.1	-0.8
IMP-1 inh	-2.9	-0.9	-1.0	-2.4	-2.4	-4.8	-3.4	2.1	-0.1	-3.9
DNA FID counter	1	-28	-21	-12	-6	-12	-32	-6	-16	-4
UBC9 SUMO inh	-8	7	10	8	-3	4	-8	-10	8	39
MEKK3 PB1 HTS	115	106	104	94	101	104	85	103	104	99
NS3 helicase inh	-6	-2	6	-8	-1	18	6	-2	-1	6
